Assay outcomes (PubChem BioAssay)
EPAC2 antagonist: EPAC2 (human) antagonism; Potency, µM (titrated, usually from 114 µM), for inactives: at the highest dose activity, negative = inhibition, hits mostly inhibitors; Q8WZA2; EPAC2 GEF exchange of Rap1B-BODIPY-GDP, fluorescence; 360,000 compounds, 0.18% hits; AID 720708; note: potency is the fitted concentration of half-maximal effect; % is set by controls: 0 for no effect and ±100 for the full control effect; nearly all actives have a fitted effect of over 45% in size; many of its hits are not listed in these tables
Target sequence (Q8WZA2 whole entry, looked up): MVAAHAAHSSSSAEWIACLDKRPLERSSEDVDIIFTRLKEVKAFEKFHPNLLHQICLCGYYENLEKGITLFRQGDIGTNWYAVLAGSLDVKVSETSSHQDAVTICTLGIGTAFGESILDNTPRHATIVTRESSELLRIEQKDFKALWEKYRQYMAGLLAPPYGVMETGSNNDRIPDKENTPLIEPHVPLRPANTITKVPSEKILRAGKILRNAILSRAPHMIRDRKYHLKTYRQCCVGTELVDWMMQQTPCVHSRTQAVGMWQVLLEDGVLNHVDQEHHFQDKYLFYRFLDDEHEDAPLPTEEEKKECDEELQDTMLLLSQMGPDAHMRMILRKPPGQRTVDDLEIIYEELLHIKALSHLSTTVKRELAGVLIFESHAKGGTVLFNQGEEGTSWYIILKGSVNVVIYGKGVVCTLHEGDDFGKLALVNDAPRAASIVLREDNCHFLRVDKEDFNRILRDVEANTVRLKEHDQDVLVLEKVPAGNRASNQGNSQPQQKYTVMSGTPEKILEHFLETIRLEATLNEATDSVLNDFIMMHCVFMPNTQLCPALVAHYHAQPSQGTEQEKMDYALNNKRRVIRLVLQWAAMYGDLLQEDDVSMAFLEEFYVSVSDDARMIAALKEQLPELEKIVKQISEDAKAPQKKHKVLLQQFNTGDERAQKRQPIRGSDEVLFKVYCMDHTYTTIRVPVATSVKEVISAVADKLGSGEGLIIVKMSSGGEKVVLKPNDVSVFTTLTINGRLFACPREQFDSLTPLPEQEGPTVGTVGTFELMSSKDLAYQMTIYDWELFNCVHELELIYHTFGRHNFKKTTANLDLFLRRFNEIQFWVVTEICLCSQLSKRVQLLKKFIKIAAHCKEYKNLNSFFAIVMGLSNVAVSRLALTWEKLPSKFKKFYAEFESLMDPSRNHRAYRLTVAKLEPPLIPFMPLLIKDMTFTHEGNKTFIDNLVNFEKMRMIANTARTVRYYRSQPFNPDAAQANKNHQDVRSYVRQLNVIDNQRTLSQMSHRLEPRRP
pAkt inh: Akt phosphorylation inhibition; 360,000 compounds, 0.32% hits; activity change, % for hits at 50 µM; AID 651550; Neuro2A IGF-stimulated pAkt S473 HTRF, 20 min; stronger effect = lower value; in the data active = activity change below about -80%; inconclusive = mostly about -51% to -80%; note: % is set by controls: 0 for no effect and ±100 for the full control effect
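Single-point screen (50 µM final compound) in Neuro2A cells stimulated 20 min with 6 nM IGF at 37 deg C. After lysis, Ser473-phosphorylated Akt read by HTRF (ex 330 nm, em 615/665 nm) as the 665/615 ratio.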
Nrf2 inh: inhibitors of Nrf2 signaling; A549 ARE-Fluc reporter, luciferase luminescence, 18-24 h; AID 504444; 360,000 compounds, 2.1% hits; Potency, µM (top dose mostly 46 µM), for inactives: top-dose activity change, negative = inhibition, hits mostly inhibitors; note: potency is the fitted concentration of half-maximal effect; % is set by controls: 0 for no effect and ±100 for the full control effect; nearly all actives have a fitted effect of over 60% in size
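In this cell-based qHTS, ARE-driven firefly luciferase in A549 cells reports Nrf2 activity; the luminescent signal after BugLite lysis is the measured value, with a prior CellTiter-Fluor read for cell health.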
A549 viability: A549 cytotoxicity, counter-screen for Nrf2 inhibitors | A549 ARE-Fluc cells, CellTiter-Fluor viability, 18-24 h | Potency, µM (series often up to 46 µM), inactives show at the highest dose activity change, negative = cytotoxicity, actives largely listed as inhibitors | 390,000 compounds, 0.16% hits; note: potency is the fitted concentration of half-maximal effect; % is set by controls: 0 for no effect and ±100 for the full control effect
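Cytotoxicity counterscreen: CellTiter-Fluor fluorescence was measured in A549 ARE_Fluc cells after 18-24 h of compound exposure in a concentration series. The subsequent BugLite luminescent read reports ARE-luciferase activity.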
TGFb inhibitor: inhibitors of TGF-b signaling; HepG2 CAGA-GFP TGF-b/SMAD3 reporter, GFP fluorescence, 18 h; TGF-beta stimulated, 500 pg/mL final; Potency, µM (top dose mostly 46.1 µM), without a hit: top-dose activity, negative = inhibition, most hits filed as inhibitors; 410,000 compounds, 1.2% hits; note: potency is the fitted concentration of half-maximal effect; % is set by controls: 0 for no effect and ±100 for the full control effect; nearly all actives have a fitted effect of over 65% in size
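HEPG2 CAGA-GFP reporter cells (1000/well, DMEM with 1% FBS) received compounds, then recombinant TGF-beta at 500 pg/mL final for 18 hours at 37 degrees C. Per-cell GFP summed per well was normalised to unstimulated and stimulated DMSO controls before curve fitting.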
EPAC2 ag: EPAC2 (human) agonism. Q8WZA2. EPAC2 activation, biochemical qHTS; response scale: 100% = 6.5 mM cAMP response. Potency, µM (highest dose often 154 µM), without a hit: at the top dose activation, usual class: activators. 360,000 compounds, 0.079% hits; note: potency is the fitted concentration of half-maximal effect; nearly all actives have a fitted effect of over 50% in size
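Exchange assay: 100 nM EPAC2 with 250 nM Rap1B-BODIPY-GDP and 50 uM GDP. Fluorescence (ex 480/em 540 nm) read every 5 min for 30 min at room temperature. Data normalized to 6.5 mM cAMP as agonist control.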
MmCpn inh: M. maripaludis TRiC chaperonin inhibition; 330,000 compounds, 0.031% hits; AID 504842; Potency, µM (series often up to 76.9 µM), inactives show at the highest dose activity, negative = inhibition, actives largely listed as inhibitors; purified Mm-Cpn ATPase, ADP Transcreener TR-FRET; note: potency is the fitted concentration of half-maximal effect; % is set by controls: 0 for no effect and ±100 for the full control effect; nearly all actives have a fitted effect of over 80% in size
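Measured: ADP formation by purified Mm-CPN. Conditions: 25 nM protein, 10 uM ATP, Tris pH 7.4 with Mg2+, K+ and DTT, 37°C for 30 min. Detection: Transcreener HTRF after 30 min at room temperature.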
Nrf2 activator: Nrf2 pathway activation. 410,000 compounds, 0.31% hits. AREc32 ARE-luciferase reporter (MCF7-derived line), luminescence, 24 h. Potency, µM (top dose mostly 46.1 µM), inactives show at the top dose activation, usual class: activators; note: potency is the fitted concentration of half-maximal effect; % of control where 0% means no effect; nearly all actives have a fitted effect of over 65% in size
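ARE-driven firefly luciferase activity in AREc32 cells measured after a 24 hr compound exposure at 37 deg C, using Steady-Glo reagent and a 30 min room-temperature hold.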
CCT chaperon mod: changes cytosolic chaperonin activity. purified chaperonin ATPase assay, HTRF ADP detection, 30 min. 360,000 compounds, 0.3% hits. activity change, % (no concentration beside the values), hits read low. AID 651819; in the data active = activity change below about -30%; note: % is set by controls: 0 for no effect and ±100 for the full control effect
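TRiC (40 or 20 nM final, by batch activity) in 30 mM Tris pH 7.4, 100 mM KCl, 5 mM MgCl2, 1 mM DTT was treated with compound at 76 uM single dose, then 10 uM ATP, 30 min at 37 °C. ADP was read by HTRF Transcreener.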
Numbers without * were called inactive; i = inactive; ? = inconclusive; . = no result given. Unless noted, calls come from the whole dose curve; as a rule, active = well fitted curve in the direction sought with a large enough effect; inconclusive = small, poorly fitted or top-dose-only effect, or another doubt; inactive = no such curve, though single readings can be large; an effect the other way counts as inactive or inconclusive.

Results follow in this order: EPAC2 ag, A549 viability, Nrf2 inh, pAkt inh, MmCpn inh, Nrf2 activator, CCT chaperon mod, TGFb inhibitor, EPAC2 antagonist
(1) CC(=O)CC(=O)NC1CCc2ccccc21 (stereo not given)
    16%, 1%, 5%, i, ., -0.7%, -3.3, -10%, -1%
(2) Cc1cc2cc(CN(CCN3CCOCC3)C(=O)Nc3ccccc3F)c(=O)[nH]c2cc1C
    3%, ?, ?, i, -6%, 0.4%, 2.9, 11%, 5%
(3) CC(=O)Nc1ccc(OCC(O)CN2CCN(c3ccc(C)c(Cl)c3)CC2)cc1 (stereo not given)
    -5%, -2%, ?, i, -1%, 4.0%, -0.4, -9%, -3%
(4) COc1cc(C23CCCN(CCC(C(C)(C)C)C2)C32OCCO2)cc(OC)c1OC (stereo not given)
    8%, ., ., i, ., 0.0%, 1.1, ., -24%
(5) C=C(c1ccccc1Cl)[n+]1ccccc1
    13%, ?, 7.3µM*, i, 1%, 0.3%, -0.4, -9%, 7%
(6) Cc1nc2ccc(-c3nc4cc(N)ccc4o3)cc2[nH]1
    4%, -5%, ?, i, -15%, -1.7%, 0.3, 5%, -3%
(7) COC(=O)[C@H](CCSC)NC(=O)Cn1cnc2c(OCc3ccccc3)ncnc21
    -4%, 6%, 8%, i, 2%, 3.8%, 2.4, -7%, -2%
(8) CCOC(=O)N1CCC(NC(=O)c2cc(C(=O)NCc3cccc(Cl)c3)ccc2CO)CC1
    3%, -3%, ?, i, -1%, 0.4%, 0.0, -27%, 7%
(9) COc1cc2c(cc1OC)C(C)N(C(=O)Nc1ccc(F)cc1)CC2 (stereo not given)
    3%, 0%, -15%, i, 0%, -0.6%, 0.1, 5%, -4%
(10) COc1ccc([C@H]2CC(=O)C=C(c3cccc(Cl)c3)C2)cc1OC
    19%, -2%, 9%, i, 2%, -0.5%, -0.9, -30%, -21%
(11) CC1CCCCC1NC(=O)c1ccc(NC2=NC3CS(=O)(=O)CC3S2)cc1 (stereo not given)
    -12%, 0%, 5%, i, -1%, -0.1%, -1.6, -15%, 16%
(12) COc1ccc(C2=C(C)C(N3CCC(C(=O)NCc4ccc(C)o4)CC3)=NS2(=O)=O)cc1
    ., -4%, ?, ., ., 9.4%, ., -1%, .
(13) O=C(O)CSCNC(=O)CC12CC3CC(CC(C3)C1)C2
    7%, 0%, 1%, i, 0%, 0.2%, 0.3, 10%, 6%
(14) Cc1ccc(NC(=O)Cn2c(=O)n(CCCCC(=O)NCc3ccccc3Cl)c(=O)c3ccccc32)cc1
    ., -2%, 11%, ., ., -0.5%, ., -20%, .
(15) CN(C)c1ccc(C(CNC(=O)COc2ccc(Cl)cc2)N2CCCC2)cc1 (stereo not given)
    4%, -5%, -10%, ., 1%, 0.1%, 1.1, ?, 1%
(16) O=C(Cn1cc(SCc2ccc(Cl)cc2)c2ccccc21)N1CCCC1
    ., -3%, -7%, ., ., -0.4%, ., -60%, .
(17) Cc1oc2ccc(O)c(CN3CCOCC3)c2c1C(=O)Nc1cccc(C(F)(F)F)c1
    ., 2%, -2%, ., ., 6.5%, ., -2%, .
(18) CCc1nnc(NC(=O)C(NS(=O)(=O)c2ccc3c(c2)OCCO3)C(C)C)s1 (stereo not given)
    1%, 3%, 0%, i, 0%, 0.1%, -0.9, 1%, 6%
(19) O=C1OC(Cc2ccccn2)C(=O)C1=C1SCCS1 (stereo not given)
    0%, -8%, 1%, i, -10%, 0.4%, 0.7, -9%, 2%
(20) CCOC(=O)CC(NC(=O)c1cc2c(=O)n3cccc(C)c3nc2s1)c1ccc(OCC(C)C)c(OC)c1 (stereo not given)
    ., 5%, 11%, ., ., 3.4%, ., -2%, .
(21) O=C(c1cccc(S(=O)(=O)N2CCc3ccccc32)c1)N1CCc2ccccc2C1
    12%, -12%, 8%, i, 1%, -0.6%, -2.3, ?, -13%
(22) Cc1ccc(O)c(-c2cc(-c3ccccc3C)[nH]n2)c1
    12%, ?, -28%, i, 2%, 23%, -2.5, ?, -16%
(23) Cc1cccc(NC(=S)NC2CC3C=CC2C3)c1 (stereo not given)
    11%, 3%, 2%, i, 0%, 0.4%, -2.3, -10%, -22%
(24) COCc1cc(C)nc(SCC(=O)NC2CCCCC2C)c1C#N (stereo not given)
    -8%, -4%, -16%, i, 0%, -0.8%, -0.8, 4%, 8%
(25) O=C(COC(=O)c1cc2ccccc2o1)NCc1ccco1
    6%, 0%, -1%, i, -4%, 7.2%, 1.5, 23%, -2%
(26) CCOc1ccc(NC(=O)CN(C)Cc2cc(=O)n3c(-c4ccccc4)csc3n2)cc1OCC
    1%, -2%, 0%, i, 1%, 5.5%, -3.7, 9%, -7%
(27) COc1ccc(C2C(C(=O)Nc3ccc4c(c3)OCCO4)c3ccccc3C(=O)N2C)cc1 (stereo not given)
    1%, 1%, 0%, i, 1%, 0.5%, -0.7, -1%, -7%
(28) COc1ccc(-c2cc(C#N)nc(Oc3ccc(Cl)cc3)n2)cc1
    -4%, -1%, 0%, i, 2%, -0.7%, -2.8, 11%, 1%
(29) CCOC(=O)c1sc(NC(=O)/C=C/c2cnn(CC)c2C)c(C(=O)OCC)c1C
    -18%, 6%, ., ., -1%, -0.3%, -0.2, -7%, -1%
(30) Cc1ccc(OCCC(=O)OCC(=O)Nc2cc(C)nn2-c2ccccc2)cc1
    1%, -3%, 3%, i, 2%, 2.2%, -3.2, 4%, -3%
(31) CCN(Cc1ccncc1)C(=O)CSc1ccc2ccccc2c1
    0%, 3%, -16%, i, -2%, -1.0%, 1.2, -20%, 15%
(32) CCN(CC)c1ccc(C(=O)OCC(=O)NC2CCCCC2C)cc1 (stereo not given)
    -6%, 12%, 5%, i, -1%, -0.1%, 1.6, -10%, -4%
(33) CNC(=O)CC(C(=O)O)c1ccc(OCC(C)C)cc1 (stereo not given)
    -3%, 5%, 7%, i, 1%, -0.8%, -3.9, -19%, -1%
(34) CCCCOC(=O)c1ccc(NC(=O)CC2NCCNC2=O)cc1 (stereo not given)
    ., -8%, 1%, ., ., -0.4%, ., 0%, .
(35) Fc1ccc(-c2csc(=S)[nH]2)cc1
    9%, -5%, -9%, i, -7%, 3.3%, -0.9, -24%, -12%
(36) Cc1c(C(=O)O)oc2ccc(S(=O)(=O)N(CC(C)C)CC(C)C)cc12
    -2%, -5%, -6%, i, 2%, -0.2%, -3.2, 12%, 5%
(37) COc1ccc(-c2cc(C)no2)cc1S(=O)(=O)N1CCCC(C)C1 (stereo not given)
    ., ?, ?, ., ., 1.2%, ., 0%, .
(38) CCOC(=O)N1CCN(Cc2oc(CO)cc(=O)c2O)CC1
    5%, 5%, 5%, i, -6%, -0.1%, -6.1, -2%, 0%
(39) CC(C)N(C(=O)[C@H]1CC(CC(=O)NCCN2CCOCC2)C(=O)N2CCc3c([nH]c4ccccc34)[C@]12C)C(C)C (stereo not given in full)
    7%, 12%, 7%, i, 0%, -0.7%, -1.9, -18%, 4%
(40) Fc1ccc(NCc2ccccc2-c2nnc(-c3ccccc3Cl)o2)cc1Cl
    ., 0%, ?, ., ., 17%, ., -19%, .
(41) NS(=O)(=O)c1ccc(CNC(=O)c2cc(S(=O)(=O)N3CCOCC3)ccc2N2CCCC2)cc1
    1%, ., ., i, ., -0.9%, -2.3, -5%, 2%
(42) O=C(NCc1cccnc1)c1ccc(-c2cc(Cl)ccc2Cl)o1
    3%, 4%, -21%, i, -2%, 0.9%, -1.5, 0%, -11%
(43) CCc1nnc(SCC(=O)Nc2cc(Cl)c(OC)cc2OC)c2cc3oc(C)cc3n12
    ., 1%, ?, ., ., -0.7%, ., -8%, .
(44) CC(=O)C[C@H](O)CC(=O)[C@@H]1OC(=O)CCCCC/C=C/Cc2ccccc21
    13%, -4%, 7%, i, -1%, 4.7%, 2.3, -24%, 11%
(45) C=CCn1cc(C(=O)OCC)c(=O)c2cc(F)c(F)cc21
    4%, 1%, 3%, i, 2%, -0.5%, -0.6, 1%, 15%
(46) O=c1[nH]c(CN2CCN(c3ccccc3O)CC2)nc2scc(-c3ccccc3Cl)c12
    1%, -14%, -20%, i, -2%, 2.3%, -1.4, -25%, -2%
(47) CCOC(=O)C(CC)n1cnc2c(nnn2-c2ccc(F)cc2)c1=O (stereo not given)
    -4%, 1%, 18%, i, -4%, -0.3%, 2.1, 1%, -5%
(48) CC1(C)COC(c2ccccc2Cl)OC1
    7%, -1%, -2%, i, ., 1.9%, -1.7, 21%, 1%
(49) CCCc1nnc(NC(=O)Cc2coc3cc(C)cc(C)c23)s1
    ., 4%, -2%, ., ., 0.6%, ., -13%, .
(50) Clc1ccc(-c2onc3c2CCCC3)cc1
    2%, -12%, 8%, i, 0%, -0.7%, -2.0, 5%, 9%
(51) COc1ccc2nc3cc(Cl)ccc3c(Nc3cc(C(C)C)c(O)cc3C)c2c1
    11%, ?, ?, i, -6%, 23%, 1.5, ?, 4%
(52) C[C@@H](c1ccccc1)N1C[C@@H](COCc2ccccc2)Oc2cc(N3CCC[C@@H]3CO)ccc2S1(=O)=O
    18%, ., ., i, ., -0.6%, -0.6, ., -1%
(53) Cc1ccccc1C(=O)OCc1cc(=O)n2c(C)csc2n1
    ., 6%, ?, ., ., 4.5%, ., -14%, .
(54) CCN(CC(=O)Nc1ccc(NC(C)=O)cc1)C(=O)CN1C(=O)C2CCCCC2C1=O (stereo not given)
    -3%, 4%, 0%, i, -1%, -0.9%, -0.1, -3%, 6%
(55) COc1ccc(-c2noc(-c3cccc(OC)c3OC)n2)cc1
    ., 3%, ?, ., ., 23%, ., 5%, .
(56) COc1ccc(CN2CCC(Oc3ccc(C(=O)N4CCCCC4)cc3)CC2)cc1C
    -4%, -27%, 0%, i, -2%, 1.7%, -2.1, 0%, 2%
(57) CCCn1c(=O)c2ccccc2n2c(SCC(=O)NCc3cccs3)nnc12
    7%, 1%, -10%, i, 1%, 0.0%, -9.7, 2%, -2%

The list is partial; the hit share may differ from the screen's.
